Fh CTSL1 inh: Fasciola hepatica cathepsin L1 inhibitors, primary screen, counter-screen for PFM18AAP inhibitor project, biochemical, QFRET, fluorogenic peptide substrate; recombinant F. hepatica cathepsin L1, Z-Leu-Arg-MCA fluorescence; 300,000 compounds, 0.49% hits; inhibition, % at 5.96 µM;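 active = inhibition above the mean of all tested compounds plus 3 SD, set per screening campaign, cut at about 17% in these data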;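 note: 0% = plate median of test compound wells and 100% = 1 µM Z-Phe-Ala-diazomethylketone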
proCasp7 act: procaspase-7 activators, primary screen, counter-screen for procaspase-3 activator project, biochemical, absorbance, HTS, human | 330,000 compounds, 0.093% hits | AID 463210, 2010 | recombinant procaspase-7, Ac-DEVD-pNA absorbance 405 nm; D23A/D198A/D206A triple mutant, cannot self-cleave; scale: DMSO 0, 5 µM enzyme 100 | activation, % at 8.5 µM;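 active = percent activation above the screen-wide mean plus 3 SD, cut at about 25% in these data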
Target sequence (P55210 whole entry D23A/D198A/D206A): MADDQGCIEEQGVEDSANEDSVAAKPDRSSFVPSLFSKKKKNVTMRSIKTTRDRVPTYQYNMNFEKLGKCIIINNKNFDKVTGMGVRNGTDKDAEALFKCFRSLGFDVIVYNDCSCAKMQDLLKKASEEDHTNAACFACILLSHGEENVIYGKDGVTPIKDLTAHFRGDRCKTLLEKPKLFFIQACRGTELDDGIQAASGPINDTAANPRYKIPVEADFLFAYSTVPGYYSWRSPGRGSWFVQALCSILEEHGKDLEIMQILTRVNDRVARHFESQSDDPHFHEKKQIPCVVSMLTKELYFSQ
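Replicates: singlicate. Assay system: Procaspase-7 triple mutant (PC-7 D3A). Signal: 405 nm absorbance of p-nitroaniline. Times: 1 h preincubation, 2 h reaction. Buffer or medium: Zinc-free HEPES pH 7.4 with 300 mM NaCl, 0.01% Triton X-100. Also added: DEVD-pNA substrate. Benchmarks: DMSO wells as 0%, DMSO with 5 µM added PC-7 as 100%.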
TPT1 inhibitor: Candida albicans TPT1 enzyme inhibitors, primary screen, biochemical, fluorescence polarization. 300,000 compounds, 0.81% hits. recombinant caTPT1, FP RNA substrate dephosphorylation. inhibition, % at 5 µM. tRNA 2'-phosphotransferase TPT1 (Candida albicans SC5314);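 active = inhibition above the mean of all tested compounds plus 3 SD, set per screening campaign, cut at about 24% in these data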;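 note: plate controls were DMSO alone for no effect and ferristatin control at 100 nM for full effect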
PP1 inh: PP1-alpha phosphatase inhibitors, primary screen, counter-screen for PP5 inhibitor project, biochemical, fluorescence, OMFP substrate, single point; Serine/threonine-protein phosphatase PP1-alpha catalytic subunit (Homo sapiens), P62136; 320,000 compounds, 0.9% hits; purified PP1alpha; inhibition, % at 6.7 µM;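 active = inhibition above the mean inhibition of all tested compounds plus 3 SD, computed separately for each screening campaign, cut at about 15% in these data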
proCasp3 act: activators of human procaspase-3 D3A mutant, primary screen, biochemical, absorbance, PC-3 D3A mutant, single concentration; recombinant procaspase-3 D3A, Ac-DEVD-pNA absorbance 405 nm; activation, % at 8.5 µM; 330,000 compounds, 0.11% hits; AID 463141, 2010;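 active = activation above the mean of all tested compounds plus 3 SD, cut at about 21% in these data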;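 note: 0% = DMSO alone and 100% = DMSO wells spiked with extra 5 µM PC-3 D3A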
Target sequence (P42574 whole entry D9A/D28A/D175A): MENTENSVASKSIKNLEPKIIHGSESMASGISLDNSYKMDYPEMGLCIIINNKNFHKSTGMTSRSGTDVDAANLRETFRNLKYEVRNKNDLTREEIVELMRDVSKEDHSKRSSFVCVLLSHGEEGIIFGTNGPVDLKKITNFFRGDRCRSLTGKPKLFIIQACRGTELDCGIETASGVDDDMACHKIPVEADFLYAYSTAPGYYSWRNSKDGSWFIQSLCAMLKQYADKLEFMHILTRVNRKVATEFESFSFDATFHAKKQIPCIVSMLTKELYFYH
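Assay system: Autoprocessing-dead procaspase-3 D3A mutant enzyme; also added: Ac-DEVD-pNA; doses: one concentration, 8.5 µM nominal, 0.8% DMSO; times: 1 h compound preincubation, 2 h substrate hydrolysis at 25 °C; technique: 405 nm absorbance of p-nitroaniline, reads at 0 and 120 min; measure: % activation between DMSO and enzyme-spiked controls; repeats: single replicate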
PP5 primary: PP5 phosphatase inhibitors, primary screen, biochemical, fluorescence. 320,000 compounds, 0.18% hits. purified PP5c, OMFP substrate fluorescence. inhibition, % at 6.7 µM. Serine/threonine-protein phosphatase 5 (Homo sapiens), P53041;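 active = inhibition above the campaign's mean inhibition across all tested compounds plus 3 SD, cut at about 9.5% in these data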;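 note: 0% = DMSO only and 100% = 100 µM cantharidin control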
JMJD2C inh: inhibitors of GASC-1 histone demethylase, primary screen, biochemical, fluorescence, DELFIA europium | Lysine-specific demethylase 4C (Homo sapiens), Q9H3R0 | inhibition, % at 2.35 µM | 330,000 compounds, 0.069% hits | GST-JMJD2C(1-420) H3K9me3 demethylation | AID 2099, 2009;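 active = more than half of a compound's replicate wells show inhibition beyond 50%, single wells judged on their own value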;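 note: signal counts dimethyl H3K9 product captured on neutravidin plate; 0% = median of DMSO wells and 100% = 0.3 times that DMSO median; strong numbers were not always called active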
Target sequence (Q9H3R0 1-420 limits assumed): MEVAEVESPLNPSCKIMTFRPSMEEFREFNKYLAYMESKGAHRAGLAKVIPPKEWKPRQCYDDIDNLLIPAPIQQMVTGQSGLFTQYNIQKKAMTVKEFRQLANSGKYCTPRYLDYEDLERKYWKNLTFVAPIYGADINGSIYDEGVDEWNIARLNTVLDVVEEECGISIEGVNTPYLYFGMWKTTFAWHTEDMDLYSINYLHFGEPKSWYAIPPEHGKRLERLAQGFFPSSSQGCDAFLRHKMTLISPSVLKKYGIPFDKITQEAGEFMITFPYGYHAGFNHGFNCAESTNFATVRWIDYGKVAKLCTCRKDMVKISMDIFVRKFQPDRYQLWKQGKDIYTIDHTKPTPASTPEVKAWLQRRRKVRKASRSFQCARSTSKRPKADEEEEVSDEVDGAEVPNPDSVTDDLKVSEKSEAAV
Efflux pump inh: inhibitors of Candida efflux pumps in yeast, primary screen, S. cerevisiae, Nile Red, multiplex; S. cerevisiae Candida pump triplex; inhibition, % at 10 µM; 330,000 compounds, 0.44% hits; AID 485275, 2010;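 active = plate passing quality check with inhibition over a set limit, or well fluorescence over plate mean plus 4 SD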;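 note: Nile Red retained in pooled yeast measured as flow cytometry median fluorescence; 0% = buffer negative control and 100% = Enniatin B positive control; higher means more Nile Red kept so more efflux inhibition; some compounds called inactive have numbers as strong as hits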
core dimer inh: inhibitors of HCV core protein dimerization, primary screen, biochemical, TR-FRET, high-throughput | TR-FRET GST/Flag-core106 dimerization, 1536-well | inhibition, % at 5 µM | 300,000 compounds, 0.33% hits | AID 1899, 2009;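 active = inhibition above the mean of all tested compounds plus 3 SD, set per screening campaign, cut at about 45% in these data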
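System: GST-tagged and Flag-tagged HCV core protein residues 1-106 / Input: core106 proteins, GST 13.5 nM and Flag 17 nM / Buffer or medium: KF-containing HEPES buffer, pH 7.45, DTT, CHAPS, BSA / Probe or stimulus: Eu-anti-GST and XL665-anti-Flag labelled anti-tag antibodies / Schedule: 4 h, 22.5 °C incubation / Technique: TR-FRET 671 and 617 nm emission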
An asterisk follows results filed as active; i = inactive; . = no result given; & = joins results of further samples.

SMILES | Fh CTSL1 inh | proCasp7 act | TPT1 inhibitor | PP1 inh | proCasp3 act | PP5 primary | JMJD2C inh | Efflux pump inh | core dimer inh
O=C(NCCC1=CCCCC1)c1ccc2c(c1)N(Cc1ccccc1)C(=O)CS2 | 4 | -2 | 1 | 12 | 1 | 2.9 | -5 | 0.1 | 5
COc1ccc(N(CC(=O)Nc2cc(C)ccc2C)S(=O)(=O)c2c(C)noc2C)cc1 | 3 | -1 | -1 | 0 | 7 | 2.5 | 11 | -0.8 | 4
N/C(Cc1cccs1)=N\OC(=O)COc1ccc(Cl)cc1Cl | -4 | -3 | -4 | 0 | 1 | 3.0 | 10 | -0.2 | 6
CC(Sc1n[nH]c(N)n1)C(=O)C12CC3CC(CC(C3)C1)C2 (stereo not given) | 1 | 5 | -3 | 3 | -2 | 0.7 | 5 | -0.1 | -6
O=[N+]([O-])c1ccc(NC(=S)N2CCN(c3ccc(F)cc3)CC2)cc1 | -1 | 3 | 5 | 2 | -10 | 3.7 | 3 | 0.0 | 2
COc1ccc(CCN2CC(C(=O)NCc3nc(C)c(C)s3)CCC2=O)cc1 (stereo not given) | 0 | -7 | 0 | 1 | 4 | 2.4 | 1 | 0.0 | -9
O=S(=O)(c1ccc(Oc2ncnc3scc(-c4ccccc4)c23)cc1)N1CCOCC1 | 1 | 4 | 1 | 8 | 0 | 5.2 | -4 | -0.1 | 50*
O=C(O)CCC(=O)OC1CC2CCC1C2 (stereo not given) | 0 | -1 | -1 | -8 | 3 | 1.8 | 7 | 0.0 | -6
C[C@H]1COC(=O)[C@H](Cc2ccc(F)cc2)C/C=C\C[C@H](CC(=O)N(CCO)Cc2ccccc2)C(=O)N1 | . | 12 | . | . | 3 | . | -5 | 0.1 | .
O=C(CN(Cc1ccc(F)cc1)C(=O)CCC(=O)Nc1nccs1)NCC1CCCO1 (stereo not given) | -1 | 5 | -3 | 0 | 2 | 0.6 | -1 | 0.0 | -1
COc1ccc(-c2cc(C(=O)NNC3=NCCC3)c3c(C)nn(-c4ccccc4)c3n2)cc1 | -9 | 1 | 0 | -1 | 1 | -3.0 | -9 | 0.0 | -4
O=C(Nc1ccc(Br)cc1F)C1CCCO1 (stereo not given) | -1 | -2 | -1 | -1 | -1 | 0.9 | 1 | 0.0 | 0

Full records, quoted from the list.
Entry for `CC(Sc1n[nH]c(N)n1)C(=O)C12CC3CC(CC(C3)C1)C2` (stereo not given) = Fh CTSL1 inh = 1; proCasp7 act = 5; TPT1 inhibitor = -3; PP1 inh = 3; proCasp3 act = -2; PP5 primary = 0.7; JMJD2C inh = 5; Efflux pump inh = -0.1; core dimer inh = -6
Entry for `N/C(Cc1cccs1)=N\OC(=O)COc1ccc(Cl)cc1Cl` = Fh CTSL1 inh = -4; proCasp7 act = -3; TPT1 inhibitor = -4; PP1 inh = 0; proCasp3 act = 1; PP5 primary = 3.0; JMJD2C inh = 10; Efflux pump inh = -0.2; core dimer inh = 6

Next part
SMILES | Fh CTSL1 inh | proCasp7 act | TPT1 inhibitor | PP1 inh | proCasp3 act | PP5 primary | JMJD2C inh | Efflux pump inh | core dimer inh
CCOc1ccc(CNC(=O)CN2C(=O)CSc3ccc(S(=O)(=O)N4CCOCC4)cc32)cc1OC | -2 | 9 | -2 | -6 | 10 | -2.2 | 19 | -0.1 | 2
O=C(CNC(=O)c1ccco1)NCC(=O)OCc1cccc(Cl)c1 | 1 | -4 | 0 | 4 | 7 | 2.5 | 17 | 0.0 | -6
CCCOc1ccc(C2C(C#N)=C(N)Oc3nc[nH]c(=O)c32)cc1OC (stereo not given) | 1 | 11 | -6 | -3 | 1 | 1.0 | 9 | -0.1 | -4
Cc1ccc(NC(=O)Nc2cccc([N+](=O)[O-])c2)cc1F | 1 | 8 | -1 | 6 | -1 | 3.3 | 0 | 0.3 | 0
O=C(O)c1ccccc1CSc1ncccc1C(=O)O | -2 | 2 | 0 | -2 | -2 | 0.2 | -1 | 0.1 | -2
O=[N+]([O-])c1cccc2c(Cl)ccnc12 | -2 | -5 | 2 | -2 | 2 | -2.9 | 14 | 0.0 | 3
O=C(NCc1ccccc1)NC1(C(=O)N2CCOCC2)CCCCC1 | 0 | -1 | -5 | 0 | -7 | -1.1 | 6 | 0.0 | -13
O=C(Nc1nccs1)c1ccccc1[N+](=O)[O-] | 4 | 3 | 2 | -2 | 3 | -1.7 | 1 | 1.0 | -7
O=C(CN1CCCCC1)N/N=C/c1cc2ccccc2nc1Cl | 0 | 0 | 1 | -3 | 2 | -1.5 | i | 0.0 | -8
CCN(CC)CCCOc1ccc(Cl)c(Cl)c1 | -5 | 5 | 134* | -1 | -1 | -2.3 | -4 | -0.1 | 3
O=C(CCNC(=O)c1ccccc1Cl)Nc1cccc(C(F)(F)F)c1 | 0 | -11 | -6 | 2 | 8 | -2.5 | 1 | -0.2 | -7
O=C(NCc1ccccn1)c1cccc(NS(=O)(=O)c2ccccc2F)c1 | -2 | -2 | -1 | -3 | 10 | 2.3 | 4 | 0.1 | -10
CN(C(=O)c1cc(S(=O)(=O)N2CCc3ccccc32)cn1C)C1CCCCC1 | 1 | -4 | 0 | 1 | 8 | 1.9 | -12 | -0.1 | 18
O=C(O)COc1ccccc1/C=N/NC(=O)CSc1nnc(SCc2cccc3ccccc23)s1 | 1 | -4 | 0 | 12 | -6 | 2.6 | -4 | 0.1 | 21
Cc1ccc2c(c1)c(N=O)c(O)n2Cc1ccc(Cl)cc1 | -1 | -5 | 0 | 3 | -2 | 7.4 | -10 | -0.2 | 7
CN1/C(=C\C=Nc2ccc3ccccc3c2)C(C)(C)c2ccccc21 | 2 | -31 | 49* | -1 | -11 | -1.8 | -19 | 0.3 | -5
COCCn1c(SCC(=O)N2CC(=O)Nc3ccccc32)nc2ccccc2c1=O | 2 | 5 | -2 | 2 | 5 | -0.7 | 110 | 0.0 | -3
Cc1onc(-c2ccccc2Cl)c1C(=O)N1CCN(c2cccc(Cl)c2)CC1 | 5 | -5 | -2 | 2 | 2 | 4.0 | 0 | 0.1 | 12
CN1CCN(c2cc(-c3cc(O)c4ncccc4c3)ccn2)CC1 | . | 0 | . | 4 | 0 | -0.1 | -17 | 0.1 | .
Cn1c(SCC(=O)Nc2ccc(N3CCOCC3)c(Cl)c2)nnc1C(O)c1ccccc1 (stereo not given) | 0 | 4 | 0 | -1 | 4 | -0.1 | 5 | 0.0 | -1
O=C(c1ccc(F)c(S(=O)(=O)N2CCOCC2)c1)N1CCc2ccccc21 | -3 | 10 | -7 | -1 | -1 | 1.0 | 6 | 0.0 | 5
Cc1csc(=Nc2ccccc2)n1C | -4 | -11 | -3 | 0 | -7 | 1.2 | -28 | 0.2 | -5
COc1ccc(-c2nc(C)sc2CC(=O)O)cc1OC | -6 | -11 | 4 | 4 | 7 | -0.9 | -2 | -0.1 | -7
COc1ccccc1OCCC(=O)O | -4 | 7 | 1 | -4 | -3 | -0.8 | 0 | 0.2 | 2
CC(C)N(CCCNC(=O)Cn1c(=O)c2cccn2c2ccc(F)cc21)Cc1ccccc1 | -1 | -2 | 0 | -5 | 9 | 1.3 | 1 | 0.0 | -2
CC(C)c1ccc(NC(=O)NC(C)c2ccc3c(c2)OCO3)cc1 (stereo not given) | -1 | -1 | 1 | -1 | -4 | 3.6 | 0 | -4.0 | 0
CC(=O)Nc1nc2c(s1)C(=O)NCCC2 | -4 | 0 | 0 | -7 | 0 | -0.1 | 2 | 0.1 | -4
CCNC(=O)NC(=O)COC(=O)C1CSC2(C)CCC(=O)N12 (stereo not given) | 0 | 4 | 0 | -1 | -1 | -2.2 | 0 | -0.2 | -5
O=C(COC(=O)CN=C1NS(=O)(=O)c2ccccc21)Nc1ccccc1OC(F)F | -1 | 6 | 1 | 0 | 12 | 1.1 | 3 | 0.1 | -4
CC12CNCC(C)(CN(C(c3ccccc3)c3ccccc3)C1)C2 | 4 | 5 | -1 | -3 | 6 | 0.2 | 4 | -0.1 | -4
CCCN1C(=O)C(Cc2nc3ccccc3c(=O)n2C)c2ccccc21 (stereo not given) | -1 | 12 | -7 | 2 | -3 | 0.7 | 6 | -0.1 | 0
COc1ccc(C2c3cc(OC)c(OC)cc3CCN2C(=O)c2ccccc2Br)cc1OC (stereo not given) | -6 | -2 | 1 | 2 | -2 | 4.6 | 3 | 0.3 | 5
CCCNC(=O)Cn1c(=O)/c(=C\c2ccc(-c3ccc([N+](=O)[O-])cc3)o2)s/c1=C\C(=O)C(C)(C)C | 7 | 3 | 109* | -3 | -10 | -0.8 | -4 | 0.3 | 13
COc1cccc(C(=O)Nc2cc(C)c3c(=O)oc4ccccc4c3n2)c1 | 0 | 0 | 1 | -2 | 1 | -1.4 | 2&-3 | -0.5 | 19
NC(=O)c1ncc(C(F)(F)F)cc1Cl | 2 | -1 | 0 | 1 | 0 | 0.1 | 21 | -0.1 | -1
CCc1nnc(NC(=O)C2CCC(CNc3c(N4CCC(C)CC4)c(=O)c3=O)CC2)s1 (stereo not given) | -2 | 2 | 1 | 1 | -4 | 0.3 | 6 | 0.0 | -2
COc1ccc(CCNC(=O)CSc2nc3[nH]ncc3c(=O)n2-c2ccccc2OC)cc1OC | 1 | 2 | -2 | -4 | 6 | -0.8 | -1 | 0.0 | -3
CCN(C(=O)CSc1ccc2ccccc2c1)C1CCS(=O)(=O)C1 (stereo not given) | -1 | -5 | -1 | -4 | -3 | 2.6 | -11 | 0.2 | 1
COc1ccc(CCNC(=O)c2ccc(CN3CCC(Cc4ccccc4)CC3)cc2)cc1 | -3 | -2 | -2 | -3 | 3 | 1.8 | -3 | 0.3 | -5
CC[n+]1c(/C=C/N(C)c2ccccc2)oc2ccc(Cl)cc21 | 5 | -31 | 6 | -1 | -18 | 2.1 | -5 | 0.0 | 3
COc1ccc(-c2csc(NS(=O)(=O)c3ccc([N+](=O)[O-])cc3)n2)cc1 | 0 | -2 | 0 | 1 | 1 | 1.5 | -2 | -0.7 | 11

Bioassay records: PubChem BioAssay, several laboratories

This is a random part of the collection; overall some 2.9% were active at least once.
